Screens: PubChem, several laboratories
p97 inhibitor – blocks human p97 ATPase activity; recombinant p97 ATPase, Kinase-Glo ATP luminescence, 3 h; AID 1481; inhibition, % at 8 µM; 0.42% of 220,000 active; P55072; in the data active = inhibition above about 15%;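 also: 0% = DMSO vehicle and 100% = wells lacking enzyme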
Rad51 HR inh – Rad51 (human) homologous recombination inhibition. hRad51 DNA strand exchange, fluorescence dequenching. 0.085% of 200,000 active. Q06609. inhibition, % at 10 µM;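 active = inhibition above 40% at the single screening dose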;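 also: 0% = DMSO control wells and 100% = blanks with heterologous ssDNA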
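System: hRad51 filaments on single-stranded DNA; reagent: Fluorescein- and BHQ1-tagged 47-mer duplex; compound dosing: one concentration, 10 µM final; timing: filaments 15 min 37 °C, then compound 30 min; measured by: fluorescein emission 520 nm, excitation 485 nm; benchmarks: per-plate controls and blanks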
FXIa inh – blocks human coagulation factor XIa protease activity; purified FXIa, Boc-Glu-Ala-Arg-AMC fluorogenic substrate; inhibition, % at 5 µM; 0.14% of 220,000 active;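 active = inhibition of at least 40%; inactive = inhibition below 40%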;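 also: fluorescence of freed AMC excited at 355 nm; 0% = enzyme without compound and 100% = no enzyme blank; many of its hits are not listed in these tables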
14-3-3 Bad PPI – disrupts binding of bovine 14-3-3 zeta to phospho-Bad peptide. TR-FRET 14-3-3zeta/Dy647-pBad peptide displacement, 1 h. P63103. inhibition, % at 21.7 µM. 0.71% of 220,000 active;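 active = inhibition above about 70%, limit read from the data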;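 also: 0% = full 14-3-3 plus peptide FRET controls and 100% = background without 14-3-3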
Target sequence (P63103 whole entry, looked up): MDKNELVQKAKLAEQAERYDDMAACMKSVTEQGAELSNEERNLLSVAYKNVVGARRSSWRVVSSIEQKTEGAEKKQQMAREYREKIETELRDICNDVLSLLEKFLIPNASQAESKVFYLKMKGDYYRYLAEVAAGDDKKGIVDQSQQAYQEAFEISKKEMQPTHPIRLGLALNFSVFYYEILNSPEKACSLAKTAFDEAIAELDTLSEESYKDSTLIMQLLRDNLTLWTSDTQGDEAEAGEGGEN
eIF4E 4G PPI – eIF4E/eIF4G interaction inhibition in translation initiation; inhibition, % at 21.7 µM; 0.37% of 220,000 active; AID 782; TR-FRET eIF4E-eIF4GI(517-606) binding, 2 h;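 active = inhibition above about 30%, limit read from the data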;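 also: 0% = full FRET control wells and 100% = background wells lacking eIF4GI fragment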
MDM2 E3 inh – Mdm2 E3 ligase (human) inhibition. Q00987. cell-based MDM2 ubiquitination luciferase reporter, 2 h; 0 = plate control, 100 = twice control, blank-subtracted. signal enhancement, % at 5 µM. 0.11% of 210,000 active;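 active = signal enhancement of 30% or more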;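 also: luminescence tracks abundance of the self-degrading MDM2-luciferase fusion protein; higher signal means inhibition of MDM2 E3 ligase activity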
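test system = mammalian cells stably expressing self-ubiquitinating, self-degrading MDM2 E3–luciferase fusion | quantity = 2000 cells/well | incubation = cell settling 4 h, compound treatment 2 h, both 37 °C | signal = luminescence with SteadyLite reagent, 15 min at room temperature | evaluation = % enhancement relative to plate controls after blank subtraction | benchmarks = plate controls and plate blanks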
FXIIa inh – blocks human coagulation factor XIIa protease activity | inhibition, % at 5 µM | AID 800 | P00748 | 0.3% of 220,000 active | purified FXIIa, Boc-QGR-AMC fluorogenic substrate, 2 h; in the data active = inhibition above about 40%;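 also: 0% = enzyme with no compound and 100% = blank without enzyme; many of its hits are not listed in these tables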
Target sequence (P00748 20-372 limits assumed): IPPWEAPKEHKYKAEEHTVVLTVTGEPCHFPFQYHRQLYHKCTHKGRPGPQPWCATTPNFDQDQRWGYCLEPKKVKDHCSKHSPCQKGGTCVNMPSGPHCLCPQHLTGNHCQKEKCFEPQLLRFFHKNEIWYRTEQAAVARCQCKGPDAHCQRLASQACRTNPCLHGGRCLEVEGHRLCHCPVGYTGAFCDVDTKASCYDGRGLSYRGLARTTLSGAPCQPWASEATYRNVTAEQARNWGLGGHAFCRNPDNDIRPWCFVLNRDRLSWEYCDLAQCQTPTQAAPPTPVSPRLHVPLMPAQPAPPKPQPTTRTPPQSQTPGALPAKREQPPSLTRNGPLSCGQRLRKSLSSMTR
Target sequence (P00748 373-615 limits assumed): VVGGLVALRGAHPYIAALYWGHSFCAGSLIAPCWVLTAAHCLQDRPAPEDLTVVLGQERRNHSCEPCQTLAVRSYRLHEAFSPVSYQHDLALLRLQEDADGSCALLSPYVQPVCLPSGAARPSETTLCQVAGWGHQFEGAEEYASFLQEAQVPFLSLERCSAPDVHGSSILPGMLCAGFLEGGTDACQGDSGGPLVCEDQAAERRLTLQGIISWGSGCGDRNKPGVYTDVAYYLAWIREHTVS
hK5 inh – kallikrein 5 (human) inhibition; AID 873; 0.59% of 210,000 active; Q9Y337; recombinant hK5, fluorogenic AMC substrate cleavage; inhibition, % at 5 µM;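 active = inhibition of 40% or more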;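 also: 0% = enzyme controls without compound and 100% = no-enzyme blanks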
Target sequence (Q9Y337 67-293 limits assumed): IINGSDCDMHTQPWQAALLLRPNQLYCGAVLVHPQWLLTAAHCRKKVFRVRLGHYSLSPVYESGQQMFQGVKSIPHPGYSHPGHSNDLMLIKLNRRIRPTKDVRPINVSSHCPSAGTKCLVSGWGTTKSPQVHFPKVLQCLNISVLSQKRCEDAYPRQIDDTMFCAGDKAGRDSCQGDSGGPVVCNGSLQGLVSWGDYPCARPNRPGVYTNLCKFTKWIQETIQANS
Wee1 stabilizer – human Wee1 degradation inhibition, primary screen | P30291 | HeLa Luc-Wee1K328M stability, luciferase luminescence; 100% = proteasome inhibitor MG132 effect | reporter increase, % at 5 µM | 1.2% of 220,000 active;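 active = activation above the mean of all tested compounds plus 3 SD, set per screening run, cut at about 8.8% in these data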;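 also: cells exposed to compound for 20 h before luminescence read; 0% = DMSO alone and 100% = MG132 at 30 µM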
* marks the source's active call; other numbers are inactive results; . = not tested or not shown; [ ] = dose if it differs, or a comment.

p97 inhibitor | Rad51 HR inh | FXIa inh | 14-3-3 Bad PPI | eIF4E 4G PPI | MDM2 E3 inh | FXIIa inh | hK5 inh | Wee1 stabilizer | structure
-2.4 | 1.9 | 5.9 | 0.2 | 3.4 | -5.0 | 8.3 | -20.3 | 4.6 | NS(=O)(=O)c1ccc(NC(=O)COC(=O)C23CC4CC(CC(C4)C2)C3)cc1
2.9 | 3.0 | 10.2 | 14.1 | 5.7 | -3.8 | 12.3 | -25.0 | 0.1 | CC(OC(=O)c1ccco1)C(=O)NCc1cccs1 (stereo not drawn)
5.5 | 4.0 | -2.0 | -2.3 | -5.3 | . | 6.3 | -4.0 | -1.0 | COc1ccc(NC(=O)CC(C)=O)c(OC)c1
-3.2 | . | 10.2 | -3.3 | 1.5 | -5.6 | 11.7 | -11.6 | 4.8 | N/C(=N\OC(=O)COc1ccc(Br)cc1Cl)c1ccncc1
0.3 | 4.4 | -2.1 | -7.7 | 0.5 | -0.9 | 8.3 | 2.3 | 2.5 | N#Cc1ccccc1/C=C/C(=O)N1CCOCC1
-3.0 | 0.7 | 3.0 | 3.0[fluorescence artefact?] | 3.5 | -20.9 | 16.5 | -3.4 | -0.1 | COc1ccc(-n2c(Cc3cccn3C)nnc2SCC(=O)Nc2ccc3c(c2)OCO3)cc1
2.2 | 2.3 | -3.0 | -4.5 | -3.9 | . | 1.3 | -7.1 | 1.0 | COc1cccc(NC(=O)Nc2nnc(CC(=O)Nc3ccccc3)s2)c1
7.6 | 0.2 | 5.5 | -3.6 | 8.4 | -3.3 | 14.8 | 2.7 | -2.4 | COCCN(CCOC)S(=O)(=O)c1ccc(OC)cc1
-0.4 | 11.0 | -11.7 | -7.5 | 3.1 | -9.8 | -13.4 | -22.6 | -1.4 | COc1cc(C)c(Cl)c(C)c1S(=O)(=O)NCc1cccnc1
-0.3 | 4.7 | 6.4 | -2.6 | 2.8 | 16.3 | 14.3 | 2.5 | 0.0 | O=C(CS(=O)(=O)c1ccc2ccccc2c1)N1CCCCCC1
3.1 | 6.8 | -1.7 | -4.6 | -3.2 | 1.5 | 11.5 | -2.3 | -0.3 | CCOc1ccc2nc(Cl)sc2c1
1.4 | . | -3.4 | 13.5 | 2.1 | -10.3 | 1.0 | -8.6 | -3.2 | NCCNC[C@@H]1COC2(CCCCCCCCCCC2)O1
-2.4 | -4.9 | -2.5 | -4.7 | -5.5 | -34.3 | 4.4 | -0.9 | 0.9 | Cc1noc(C)c1CSc1nnc(-c2c[nH]c3ccccc23)n1-c1ccc(Cl)cc1
4.8 | 9.9 | -1.7 | -4.3 | 2.3 | -7.5 | -0.3 | 0.8 | 0.8 | CCN(CC)CCCN=Cc1c(O)n(-c2cccc(C)c2)c(=O)c2ccccc12
3.5 | 2.1 | 3.8 | -10.5 | 2.4 | 7.9 | 17.0 | -1.6 | 0.8 | COC(=O)c1ccccc1NC(=O)Cn1nc(C(F)(F)F)c2c1CCC2
1.9 | 8.4 | -5.3 | -10.3 | 1.7 | -13.0 | 3.2 | -3.0 | -2.0 | CCOc1ccc(NC(=O)CCC(=O)NNC(=O)Nc2ccc(Cl)cc2)cc1
6.0 | -8.7 | -0.5 | -19.2 | -2.0 | 8.8 | 10.2 | 3.1 | 0.6 | COc1cccc(NC(=S)N(CCCN2CCCC2)Cc2ccco2)c1
15.5* | 15.9 | -0.5 | -0.5 | 6.8 | -2.9 | 10.0 | 3.9 | -0.6 | O=C(CCn1c(=S)oc2ccccc21)NC1CCCCCC1
1.7 | -3.5 | 6.0 | 22.1[fluorescence artefact?] | -7.7 | -4.1 | 17.5 | -51.7 | 0.1 | N#Cc1c(N)c(C#N)c(-c2ccc(O)cc2)c2c1CCCC2
3.2 | -0.3 | -3.6 | -14.2 | 6.3 | -9.8 | 14.3 | -3.1 | 2.6 | Cc1ccc(NC(=S)NNC(=O)c2cn(C)nc2C)cc1
-0.2 | 1.0 | -22.6 | . | . | -11.8 | -33.9 | -79.2 | 4.2 | CCOC(=O)C1CCN(C(=O)Nc2ccc3nc(C)c(C)nc3c2)CC1
6.1 | . | 1.3 | -0.1 | -7.0 | -9.9 | 9.0 | 3.2 | 0.7 | COc1cccc(CNC(=O)Cn2ncc3c(=O)oc4ccccc4c32)c1
-5.3 | 2.9 | -4.2 | -0.1 | -0.9 | -3.8 | 8.1 | -2.5 | 1.4 | CCNc1nc(Oc2ccc(OC)cc2)cc(C(F)(F)F)n1
3.6 | -5.8 | -3.2 | 24.8 | -2.1 | -2.4 | -6.7 | 2.2 | -3.6 | CCOc1ccc(/C(O)=C2/C(=O)C(=O)N(CCOCCO)C2c2cccnc2)cc1 (stereo not drawn)
-5.8 | . | -10.2 | -1.4[fluorescence artefact?] | -5.8 | -1.6 | -0.4 | -13.5 | -2.6 | COc1cccc(NC(=O)CNS(=O)(=O)c2ccc(Cl)cc2)c1
-0.3 | . | -1.9 | 3.5 | -3.5 | -0.5 | 16.2 | -6.6 | 3.2 | CC(C)Cn1c(N)c(C(=O)CSc2nnnn2C)c(=O)n(C)c1=O
3.8 | -3.8 | -1.1 | -7.7[fluorescence artefact?] | 17.0 | 3.8 | 6.0 | -17.1 | 4.7 | COC(=O)c1sccc1NC(=O)Cc1ccc(OC)c(OC)c1
-0.6 | 9.7 | -3.7 | 1.9 | 2.3 | -34.2 | 6.0 | 2.6 | 2.0 | O=C(Cc1ccccc1)NNC(=O)Nc1ccccc1
-4.6 | 1.8 | 4.7 | 2.9 | -29.7[fluorescence artefact?] | -12.7 | 10.3 | -2.8 | 2.8 | CCOC(=O)c1sc(-c2ccccc2)cc1N
1.6 | . | -5.9 | -7.6 | 7.7 | -4.6 | -1.2 | -4.6 | -2.9 | O=C(Cc1c[nH]c2ccccc12)Nc1ccccc1N1CCOCC1
1.2 | -18.8 | 5.2 | 12.5 | -0.4 | -20.9 | 14.9 | -5.6 | 2.7 | Cc1ccc(CS(=O)(=O)CCC(=O)NCCN2CCCCC2C)cc1 (stereo not drawn)
2.2 | -0.9 | -0.4 | 9.0[fluorescence artefact?] | 2.8[fluorescence artefact?] | -10.2 | 12.1 | -2.8 | -1.7 | CC(=O)N(c1ccc(C(C)C)cc1)C1C=CS(=O)(=O)C1 (stereo not drawn)
2.7 | 3.8 | 5.4 | -4.4 | -4.3 | -12.0 | 7.3 | -1.4 | -2.6 | CN(CCC#N)C(=O)COC(=O)c1nn(-c2ccccc2)c(=O)c2ccccc12
-1.8 | 2.5 | 6.4 | -4.3 | 0.9 | -27.0 | -14.8 | -2.3 | 13.8* | Cc1nn2cc(-c3ccc(Cl)cc3)nc2s1
-5.5 | 6.2 | -23.3 | -1.3[fluorescence artefact?] | -8.8 | -7.8 | -33.9 | -28.5 | 2.3 | C=CCn1c(-c2cccs2)nc2nc3ccccc3nc21
4.4 | . | 3.6 | -16.1 | -0.2 | -0.6 | 11.2 | -2.8 | -3.6 | CC1CCN(c2ccc(/C=C(\C#N)c3nn(-c4ccccc4)c(N)c3C#N)cc2[N+](=O)[O-])CC1
1.7 | 0.2 | 3.7 | 27.6 | -2.6[fluorescence artefact?] | -9.1 | -1.4 | -8.0 | 0.2 | CC1CCN(C(=O)C2CCN(CCCc3ccccc3)CC2)CC1
-3.6 | 1.1 | 2.9 | -10.1 | 3.7 | -15.2 | 11.3 | -5.9 | 1.1 | CC(C)(C)SCCNC(=O)CN(c1ccc(F)cc1)S(C)(=O)=O
2.3 | 0.6 | 3.6 | . | . | -16.0 | 6.0 | -8.6 | 0.1 | COc1cc(S(=O)(=O)NCC2COCCO2)ccc1-n1cnnn1 (stereo not drawn)
8.1 | 6.4 | 7.5 | -7.9 | 2.5 | -2.3 | 1.9 | -18.1 | -0.3 | Cc1ccc(S(=O)(=O)N2CCOCC2)cc1NC(=O)COC(=O)c1ccc(OCc2c(C)noc2C)cc1
3.4 | -5.5 | 7.9 | 7.0 | -6.5 | -5.3 | 15.7 | -60.1 | -0.6 | COc1ccc(N2CC(O)=C(c3nc(C)cs3)C2=N)cc1
4.9 | -0.7 | -4.5 | -1.3 | 0.9[fluorescence artefact?] | -1.3 | -6.7 | -4.7 | -1.6 | Cc1ccc(CNC(=O)CCc2nc3ccccc3c(=O)[nH]2)cc1
2.9 | -2.3 | -1.9 | -13.4 | 0.3 | 0.3 | 6.3 | -0.3 | 3.6 | O=S(=O)(c1ccccc1F)N1CCN(C(=S)NCc2ccccc2)CC1
1.7 | 9.3 | 7.4 | 5.4 | 7.9 | 0.3 | 6.9 | 2.4 | 3.0 | O=C(O)CCSc1nnc(-c2cccnc2)n1-c1ccccc1
4.9 | 9.0 | -4.6 | -6.5 | -12.0 | . | 1.0 | -6.6 | -0.4 | CC1=C(C(=O)OCCOC(C)C)C(c2cccnc2)C2=C(CCCC2=O)N1 (stereo not drawn)
-2.0 | . | -6.0 | . | . | -10.2 | -6.2 | 4.5 | 1.8 | O=C(Nc1ccc(Cl)cc1)Nc1nc(-c2sccc2Br)cs1
-2.0 | -4.2 | -2.3 | -4.2 | -3.5 | -11.2 | 9.7 | -7.6 | -2.2 | O=C(COc1ccc(F)cc1)NN1C(=O)CSC1=S
-1.8 | -6.4 | 20.0 | -2.7 | -0.2 | -29.3 | 17.3 | 2.6 | 0.4 | COCCNC(=O)CSc1nc2cc3c(cc2c(=O)n1Cc1ccco1)OCO3
-4.6 | 4.7 | -8.9 | -10.4 | -2.9[fluorescence artefact?] | -13.3 | -6.8 | 2.9 | 6.3 | CCc1nc(SCC(=O)N2CCCc3ccccc32)c2oc3ccccc3c2n1
1.3 | . | -0.9 | 22.9 | 9.9[fluorescence artefact?] | -6.7 | 6.1 | -9.0 | -0.1 | Cc1cc([N+](=O)[O-])cnc1Sc1nccn1C
4.2 | . | -1.2 | -19.0[fluorescence artefact?] | -0.7 | -5.6 | 2.9 | -9.4 | 1.3 | O=C(N/N=C/c1ccccc1F)c1ccc(COc2ccccc2Cl)o1
0.4 | -24.0 | -0.2 | -13.9 | -0.6 | 2.5 | 9.0 | . | 0.2 | CCn1nc(C)c(CN2CCc3c([nH]c4ccccc34)C2C(C)(C)C)c1C (stereo not drawn)

Five entries out of the list, arranged by molecular weight, highest first:
p97 inhibitor | Rad51 HR inh | FXIa inh | 14-3-3 Bad PPI | eIF4E 4G PPI | MDM2 E3 inh | FXIIa inh | hK5 inh | Wee1 stabilizer | structure
-1.8 | -6.4 | 20.0 | -2.7 | -0.2 | -29.3 | 17.3 | 2.6 | 0.4 | COCCNC(=O)CSc1nc2cc3c(cc2c(=O)n1Cc1ccco1)OCO3
-2.0 | . | -6.0 | . | . | -10.2 | -6.2 | 4.5 | 1.8 | O=C(Nc1ccc(Cl)cc1)Nc1nc(-c2sccc2Br)cs1
4.2 | . | -1.2 | -19.0[fluorescence artefact?] | -0.7 | -5.6 | 2.9 | -9.4 | 1.3 | O=C(N/N=C/c1ccccc1F)c1ccc(COc2ccccc2Cl)o1
4.9 | 9.0 | -4.6 | -6.5 | -12.0 | . | 1.0 | -6.6 | -0.4 | CC1=C(C(=O)OCCOC(C)C)C(c2cccnc2)C2=C(CCCC2=O)N1 (stereo not drawn)
0.4 | -24.0 | -0.2 | -13.9 | -0.6 | 2.5 | 9.0 | . | 0.2 | CCn1nc(C)c(CN2CCc3c([nH]c4ccccc34)C2C(C)(C)C)c1C (stereo not drawn)
